FECH block: inhibitors of human ferrochelatase. purified FECH, Ni-mesoporphyrin absorbance 550 nm. calls only at 10 µM (by protocol). 20,000 compounds, 3.3% hits. AID 1671448. P22830;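 active = enzyme reaction rate more than 3 SD below the solvent-only control wells on the same plate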;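 also: lower slope than DMSO wells means FECH inhibition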
Target sequence (P22830 whole entry, looked up): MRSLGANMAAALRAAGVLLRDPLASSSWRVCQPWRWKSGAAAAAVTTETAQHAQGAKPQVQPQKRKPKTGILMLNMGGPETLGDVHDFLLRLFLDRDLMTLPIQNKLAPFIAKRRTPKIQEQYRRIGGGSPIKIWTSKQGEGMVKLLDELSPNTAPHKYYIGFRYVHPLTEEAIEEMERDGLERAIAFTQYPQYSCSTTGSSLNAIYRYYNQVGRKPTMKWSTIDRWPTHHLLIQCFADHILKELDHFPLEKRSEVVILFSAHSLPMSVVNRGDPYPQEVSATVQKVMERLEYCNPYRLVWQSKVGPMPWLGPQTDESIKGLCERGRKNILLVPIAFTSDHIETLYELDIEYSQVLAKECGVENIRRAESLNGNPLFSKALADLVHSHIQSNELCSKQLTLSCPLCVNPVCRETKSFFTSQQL
Calls only; i = inactive; + = active, no number. A portion of the library (hit frequency here may not be typical).

CC(=O)Nc1c2n(c3ccc(F)cc13)CC(C)(C(=O)NC1CCCCC1)N(CCC(C)C)C2=O (stereo not given)
- FECH block: i

COc1ccc(-c2cc(N3CCN(S(=O)(=O)c4ccc(F)cc4)CC3)ncn2)cc1OC
- FECH block: i

C=C(C)COc1cccc(CN2CCC3(CC2)CNC(=O)C3)c1
- FECH block: i

CN1C(=O)CC(C(=O)N2CC(c3cccnc3)C2)c2ccccc21 (stereo not given)
- FECH block: i

CCN(CC)c1ccc(NC(=O)c2nc3ccccc3n(C)c2=O)c(C)c1
- FECH block: i

Cc1ccc(CN2c3ccccc3-c3nc(SCC(=O)Nc4ccc(F)c(Cl)c4)ncc3S2(=O)=O)cc1
- FECH block: +

Cc1ccc(Oc2ncccc2CNC(=O)C2Cc3ccccc3C(=O)N2)cn1 (stereo not given)
- FECH block: i

Cc1ccc(C)c(N2CCN(C(=O)C3CCCN(c4ncnc5c4nc4n5CCCCC4)C3)CC2)c1 (stereo not given)
- FECH block: i

Cc1ccc(N(Cc2nc3nc(C)cc(C)n3n2)C(=O)c2ccc(C(C)(C)C)cc2)cc1
- FECH block: +

Cc1ccc(S(=O)(=O)NCc2nc3cccnc3n2C)cc1
- FECH block: i

COc1cccc(-c2[nH]ncc2C(=O)NCc2cccnc2-n2ccnc2)c1
- FECH block: i

O=C(Cc1cccnc1)N1CCC(c2cc(Cc3ccccc3)[nH]n2)CC1
- FECH block: i

Cc1[nH]c2c(CN3CCC(N)(C(=O)O)C3)cccc2c1C (stereo not given)
- FECH block: i

Cc1occc1C(=O)Nc1ccccc1C(=O)N1C[C@H](N(C)C)C[C@H]1CO
- FECH block: i

Cc1cc(-c2c(-c3ccccc3)ncn2CCN(C)S(C)(=O)=O)n[nH]1
- FECH block: i

The last 3 compounds of the section before come first, to join the parts.
Cc1[nH]c2c(CN3CCC(N)(C(=O)O)C3)cccc2c1C (stereo not given)
- FECH block: i

Cc1occc1C(=O)Nc1ccccc1C(=O)N1C[C@H](N(C)C)C[C@H]1CO
- FECH block: i

Cc1cc(-c2c(-c3ccccc3)ncn2CCN(C)S(C)(=O)=O)n[nH]1
- FECH block: i

Cn1c(=O)c(C(=O)N2CCN(C3CCCCC3)CC2)nc2ccccc21
- FECH block: i

CC(C)OC(=O)c1cc(NC(=O)C2(Cn3ccnc3)CC2)ccc1Cl
- FECH block: i

O=S(=O)(c1ccccc1)N1CCC(n2c(C(F)(F)F)nc3cccnc32)CC1
- FECH block: i

COc1ccc(N2C(=O)CCS2(=O)=O)cc1S(=O)(=O)NCc1ccc(S(N)(=O)=O)cc1
- FECH block: i

COc1cccc(-c2cn[nH]c2C2CCN(C(=O)CN3CCOCC3)CC2)c1
- FECH block: i

CSc1nc(-c2ccc(C)cc2)c(C#N)c(N2CCCc3ccccc32)n1
- FECH block: i

CCC1CN(C(=O)c2c[nH]c(C)cc2=O)CCC(=O)N1Cc1ccccc1 (stereo not given)
- FECH block: i

Cc1ccc(N(Cc2nc3nc(C)c(Cl)c(C)n3n2)C(=O)c2ccc(F)cc2)cc1
- FECH block: i

COc1ccc(CCC(=O)N2C[C@H](N)C[C@H]2C(=O)NC(C)C)cc1OC
- FECH block: i

Cc1noc(C)c1S(=O)(=O)N1CCN(c2cc(-c3cccc(F)c3)ncn2)CC1
- FECH block: i

O=C(NCc1nc(-c2cccc(F)c2)c(-c2ccccn2)[nH]1)C1COCCO1 (stereo not given)
- FECH block: i

Oc1cc2c(cc1-n1cnnc1)CCCC2
- FECH block: i

Cc1ccc(NC(=O)Cn2nc(N3CCN(c4ccc(F)cc4)CC3)ccc2=O)c(C)c1
- FECH block: i

O=C(CN1CCN(Cc2ccccc2F)S1(=O)=O)Nc1ccc(Cl)cc1F
- FECH block: i

Cc1ccc(C2(O)CCN(CC(=O)Nc3cnn(C)c3)CC2)nc1
- FECH block: i

Arranged by length of the SMILES (smallest number first): three of the compounds above.
CSc1nc(-c2ccc(C)cc2)c(C#N)c(N2CCCc3ccccc32)n1
- FECH block: i

COc1cccc(-c2cn[nH]c2C2CCN(C(=O)CN3CCOCC3)CC2)c1
- FECH block: i

COc1ccc(CCC(=O)N2C[C@H](N)C[C@H]2C(=O)NC(C)C)cc1OC
- FECH block: i

The results go on:
COc1c(F)cccc1C(=O)NC(C)c1cnn(C)c1 (stereo not given)
- FECH block: i

CC1CCN(C(=O)CN2C(=O)C3CCCCN3c3ccc(C(=O)N(C)C)cc32)CC1 (stereo not given)
- FECH block: i

CCOc1ccccc1C(=O)Nc1ccccc1SCc1cc(=O)n2c(ncn2C(C)C)n1
- FECH block: i

Cc1ccc(NCc2nc3nc(C)c(Cc4ccc(Cl)cc4)c(=O)n3[nH]2)cc1
- FECH block: i

Cc1nccn1CCCC(=O)N1Cc2cnc(CC(C)C)nc2C1
- FECH block: i

CN1CC(=O)N(CC(=O)NCc2ccc(N(C)C)cc2)c2ccccc2C1=O
- FECH block: i

CCc1c(C)nc2ncnn2c1Sc1ccccc1NC(=O)c1ccccc1Br
- FECH block: i

Cc1cccc(N2CCN(c3ncc(NS(=O)(=O)c4ccccc4)cc3C(=O)O)CC2C)c1 (stereo not given)
- FECH block: i

Cc1ccc(NC(=O)CN2CCN(Cc3ccccc3C)S2(=O)=O)cc1C
- FECH block: i

O=S(=O)(NCc1ccccc1)N1CCCC1c1ccccn1 (stereo not given)
- FECH block: i

Cc1cccc(NC(=O)Nc2ccc(Sc3c(C)c(C)nc4ncnn34)cc2)c1
- FECH block: i

Cc1nn(C)c(C)c1CN(C(=O)Cc1[nH]nc2ccccc12)C1CC1
- FECH block: i

CC(=O)Nc1cc(C)ccc1OCc1cc(=O)n2oc(C)cc2n1
- FECH block: i

CCOc1ccc(Nc2nc(N3CCCCC3)nc3c2cnn3-c2ccccc2)cc1
- FECH block: i

CNCC(=O)NCc1nc2cccnc2n1CCOC
- FECH block: i

CCn1nc(CC(C)C)cc1C(=O)N1CCC2(CC1)NCCNC2=O
- FECH block: i

CCn1c(CNS(=O)(=O)c2ccc3c(c2)CCCC3)nc2cccnc21
- FECH block: i

CCN1CC(n2cnc(-c3ccccc3)c2-c2cnn3cccnc23)CC1=O (stereo not given)
- FECH block: i

CN(C)CCNc1nc(Nc2cccc(F)c2)c2cnn(-c3ccccc3)c2n1
- FECH block: i

CCC(C)N(Cc1ccccc1F)C(=O)c1cc(NC(C)=O)cc(NC(C)=O)c1 (stereo not given)
- FECH block: i

O=C1C[C@H]2CC[C@@H](CN1)N2C(=O)c1ccccc1N1CCC(=O)NC1=O
- FECH block: i

CC(Cn1ccc2ccccc21)NCc1nc(-c2ccco2)no1 (stereo not given)
- FECH block: i

CCOc1ccnc(N2CCN(Cc3ncccc3C)CC2)n1
- FECH block: i

CCc1ccc(S(=O)(=O)Nc2cnc(N3CCCCCC3)c(C(=O)O)c2)cc1
- FECH block: i

CCc1nccn1CC(=O)N1CCCC(c2[nH]ncc2-c2ccc(C)cc2)C1 (stereo not given)
- FECH block: i

CN(C)C(C(=O)NCc1ccccc1-n1cccn1)c1ccc(F)cc1 (stereo not given)
- FECH block: i

O=C(O)CN1C(=O)C2CCCCN2C(=O)c2ccccc21 (stereo not given)
- FECH block: i

CC(C)CN(Cc1cnn(C)c1)C(=O)c1ncccc1C(=O)c1ccccc1
- FECH block: i

O=C(Nc1nccs1)C1CCN(c2ncnc3c2nc2n3CCCCC2)CC1
- FECH block: i

CC(C)c1nccn1C(C)Cn1cncn1 (stereo not given)
- FECH block: i

Cc1ncc(C(C)C)c(N2CCN(Cc3c(C)nn(C)c3Cl)CC2)n1
- FECH block: i

Cc1cc(CC(C)NC(=O)c2cn(Cc3ccc(F)cc3)nn2)n[nH]1 (stereo not given)
- FECH block: i

COc1ccc(-c2ncc3c(=O)n(Cc4cccc(OC)c4)c(=O)n(C)c3n2)cc1
- FECH block: i

Cc1ccc(Nc2cc(C)nc(N3CCN(S(=O)(=O)c4ccc(C)cc4C)CC3)n2)cc1
- FECH block: i

COC(=O)[C@H]1C[C@@H](O)CCN1CC=C(C)C
- FECH block: i

O=c1c(NCc2ccccc2Cl)c(-c2ccc3c(c2)CCCC3)c1=O
- FECH block: i

COC(=O)c1ccc(NC(=O)CN2CCN(Cc3c(C)cc(C)cc3C)S2(=O)=O)cc1
- FECH block: i

Cc1ccc(C2=CC(c3ccc(C)cc3)n3nc(NS(=O)(=O)c4ccc(C)cc4)nc3N2)cc1 (stereo not given)
- FECH block: +

COc1cccc(OCC(=O)N2CCC3(CCN(C)C3)CC2)c1
- FECH block: i

COCC1=NC2(CCN(C(=O)NCCc3ccccc3F)CC2)C(=O)N1
- FECH block: i

COc1cc(NC(=O)CN2C(=O)CC(c3ccccc3)=Nc3ccccc32)cc(OC)c1
- FECH block: i

CCNc1ncc(C(=O)N2CCCC(O)(CO)C2)cn1 (stereo not given)
- FECH block: i

COC(=O)C1CCCCN1Cc1nnc(CC2CCNCC2)n1C (stereo not given)
- FECH block: i

COc1ccc(N2CCCS2(=O)=O)cc1NC(=O)COc1ccccc1F
- FECH block: i

Cn1ccnc1CN(CC(O)CO)C1CC1 (stereo not given)
- FECH block: i

CN(Cc1cccnc1)Cc1cccc(C(=O)Nc2ccc3c(cnn3C)c2)c1
- FECH block: i

CCCc1nnc2sc(Cc3ccc(S(C)(=O)=O)cc3)nn12
- FECH block: i

COc1cc(OC)cc(C(=O)Nc2ccccc2SCc2cc(=O)n3c(ncn3C(C)C)n2)c1
- FECH block: i

O=C(NC1CC(=O)N(c2cccc(F)c2)C1)c1ccco1 (stereo not given)
- FECH block: i

CCOC(=O)c1cccnc1N1Cc2cnc(CC(C)C)nc2C1
- FECH block: i

CC(=O)N1CCc2c(sc(NC(=O)C3CC3)c2-c2nc3ccccc3s2)C1
- FECH block: i

Cc1cc(NCCCC(=O)NC2CC2)n2nc(-c3cccnc3)nc2n1
- FECH block: i

O=C(c1ccc(-n2ncc3c(Cl)cccc32)o1)N1CCOCC1
- FECH block: i

CCOc1ccc(C(=O)Nc2cccc(OCc3cc(=O)n4ccc(C)cc4n3)c2)cc1
- FECH block: i

Cn1c(=O)n(Cc2ccccc2F)c(=O)c2cnc(-c3ccncc3)nc21
- FECH block: i

CC(C)(O)C#Cc1ccc(-c2n[nH]c(Cc3ccccc3)n2)o1
- FECH block: i

CC(=O)N1c2ccc(S(=O)(=O)N3CCOCC3)cc2CC1C(=O)N1CCc2ccccc2C1 (stereo not given)
- FECH block: i

CCN(CC)S(=O)(=O)c1cc(N2C(=O)CCS2(=O)=O)ccc1C
- FECH block: i

CCn1c(=O)n(-c2ccc(C)c(C)c2)c2nc(-c3cccc(F)c3F)nc(C(N)=O)c21
- FECH block: i

O=C1CCCc2occ(C(=O)N3CCCC(c4ccn[nH]4)C3)c21 (stereo not given)
- FECH block: i

CCn1nc(C(C)C)cc1C(=O)N1CCC(Cn2cc(CO)nn2)CC1
- FECH block: i

Cc1cc(N2CCCC2)nc(Nc2ccc(NC(=O)CCc3ccccc3)cc2)n1
- FECH block: i

CC(C)Cc1ncc2c(n1)CN(C(=O)Cn1ncnn1)C2
- FECH block: i

CCN(CCc1ccncc1)S(=O)(=O)c1cc(N2C(=O)CCS2(=O)=O)ccc1OC
- FECH block: i

CC1CCCCN1c1ccc(C(N)=O)cc1NC(=O)Cc1cn2ccsc2n1 (stereo not given)
- FECH block: i

CCC(C)N(Cc1cccnc1)C(=O)c1cccc2c1OCCO2 (stereo not given)
- FECH block: i

O=S(=O)(c1ccc(Cl)s1)N1CCN(Cc2nc3cccnc3n2-c2cccc(F)c2)CC1
- FECH block: i

CCc1nc(NC(=O)NCc2cccc(C)n2)nn1C
- FECH block: i

COCCn1c(CNS(=O)(=O)c2cc(C)cc(C)c2)nc2cccnc21
- FECH block: i

CCN(Cc1cnc(N)nc1)CC1CCOCC1
- FECH block: i

Cc1noc(C)c1S(=O)(=O)NCc1nc2cccnc2n1C1CC1
- FECH block: i

CCN1CCn2c(C)nc(C(=O)N3CCOC(C(F)(F)F)C3)c2C1=O (stereo not given)
- FECH block: i

CCc1cc(N(C)CCc2cn[nH]c2)nc(N2CCOCC2)n1
- FECH block: i

CN(CC(=O)NCc1ccc2[nH]c3c(c2c1)CCCC3)C1CCS(=O)(=O)C1 (stereo not given)
- FECH block: i

O=C(NCCCN1CCN(C2CCCCC2)CC1)c1ccc(CN2C(=O)CCn3nccc32)cc1
- FECH block: i

COc1ccccc1Oc1ncccc1CNC(=O)Nc1c(C)noc1C
- FECH block: i

O=C(CN1CCN(Cc2ccccc2F)S1(=O)=O)Nc1ccccc1Cl
- FECH block: i

COc1cccc(-c2nc(CSc3nc(C)c(C)c(=O)[nH]3)c(C)o2)c1OC
- FECH block: i

O=C(c1ccc(Cn2cnnn2)cc1)N1CCCC1c1nccs1 (stereo not given)
- FECH block: i

O=C(NC1CC1)C1CNCCN1C(=O)c1cc(=O)nc2sccn12 (stereo not given)
- FECH block: i

C1=CCC(c2cn(Cc3nccn3Cc3ccccc3)nn2)CC1 (stereo not given)
- FECH block: i

O=C(c1ccccc1-n1cncn1)N1CCCC(Cn2ccnc2)C1 (stereo not given)
- FECH block: i

CCNC(=O)NCC1CCN(Cc2cc(F)ccc2OC)C1 (stereo not given)
- FECH block: i

Cc1ccccc1NC(=O)N1CCC(n2c(C)nc3cccnc32)CC1
- FECH block: i

CCCN(C(=O)c1ccc(-n2ccnc2)cc1)C1CCCC1
- FECH block: i

CCN(Cc1ccncc1)C(=O)CSc1n[nH]c(C)n1
- FECH block: i

CCO[C@H]1[C@H](NC(=O)CCCn2cncn2)c2ccccc2C12CCNCC2
- FECH block: i

Cc1cnc(NCCCC2CCOC2)nc1N(C)C (stereo not given)
- FECH block: i

O=C(NCCC(=O)N1CCC[C@H]1CN1CCCC1)c1ccccc1F
- FECH block: i

Cc1nc(C)c(CC(=O)NC2CC(=O)N(Cc3cccc(F)c3)C2)c(=O)[nH]1 (stereo not given)
- FECH block: i

CN(Cc1cccc(C(=O)Nc2cn(C)nn2)c1)CC1Cc2ccccc2O1 (stereo not given)
- FECH block: i

CCN(CC)c1ncc(NS(=O)(=O)c2ccccc2Cl)cc1C(=O)O
- FECH block: i

O=c1n(Cc2ccc3c(c2)OCO3)nc(C2CCNCC2)n1-c1ccccc1
- FECH block: i

Cc1ccc(C(=O)NCC(=O)N2CCC(c3nc(-c4ccccc4)no3)CC2)cc1
- FECH block: i

CN1CCN(C(=O)c2cc3n(n2)CCN(C(=O)C2(C)CCCO2)C3)CC1 (stereo not given)
- FECH block: i

Cc1ccccc1OCC(=O)Nc1cccc(OCc2cc(=O)n3cc(Cl)ccc3n2)c1
- FECH block: i
